Bioassay records deposited in PubChem BioAssay by National Center for Advancing Translational Sciences (NCATS).
GAA inh – inhibitors of human lysosomal alpha-glucosidase. purified human GAA, 4-MU-alpha-glucoside fluorescence. Potency, µM (doses to about 76.9 µM), for inactives: at the top dose activity change, negative = inhibition, most hits filed as inhibitors. 200,000 tested, 0.005% active. AID 1466;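 also: plate controls were uninhibited enzyme wells for no effect and no-enzyme background for full effect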
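Compounds are titrated up to 77 uM against 4 nM human enzyme. Substrate 4-methylumbelliferyl-alpha-D-pyranoside (400 uM) reacts 20 min at room temperature in pH 5.0 buffer; liberated 4-methylumbelliferone is read at 440 nm.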
RECQ1 inh – RECQ1 (human) helicase inhibition. RECQ1 DNA unwinding, red fluorescence kinetic read. Potency, µM (highest dose often 57.3 µM), without a hit: at the highest dose activity, negative = inhibition, most hits filed as inhibitors. 240,000 tested, 0.54% active. AID 2549;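 also: plate controls were vehicle for no effect and no enzyme for full effect; nearly all actives have a fitted effect of over 30% in size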
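RECQ1T1 50 nM; forked duplex (20 bp + 30-nt ss tails) 200 nM, ATP 2 mM final; pH 8.0, 2 mM MgCl2, 2.5 ug/ml poly(dI-dC); 15 min compound preincubation; discontinuous kinetic read over 2 h at RT.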
TR SRC2 fluor cs – alters Texas Red total fluorescence, flagging assay interference | TRb/SRC2 Texas Red total fluorescence interference | Potency, µM (titrated, usually from 106 µM), for inactives: at the highest dose fluorescence change, negative = quenching | 280,000 tested, 0.29% active; active = well fitted curve in either direction with a large enough effect; inconclusive = small, poorly fitted or top-dose-only effect
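Human TRβ ligand-binding domain (0.6 uM) and Texas Red SRC2 peptide (20 nM) in Tris buffer with 1 uM T3 and 5% DMSO were incubated with pinned compound for 5 hr at ambient temperature. Total fluorescence was computed as S + 2P (555/632 nm).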
GAA glycogen – alters human alpha-glucosidase cleavage of glycogen | P10253 | recombinant GAA, glycogen substrate, Amplex Red glucose oxidase fluorescence | Potency, µM (highest dose often 76.4 µM), inactives show top-dose activity change, negative = inhibition, actives largely listed as inhibitors | 300,000 tested, 0.38% active;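 also: 0% = full enzyme reaction and -100% = no-enzyme basal signal; the screen sought inhibitors and activators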
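Recombinant human enzyme (4 nM); glycogen substrate; 37 C, 40 min, pH 5.0. Readout: coupled glucose oxidase/Amplex Red fluorescence.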
TRb-SRC2 inh – inhibitors of human thyroid hormone receptor beta-SRC2 interaction; AID 1469; P10828; 280,000 tested, 0.065% active; TRbeta-SRC2 peptide binding, fluorescence polarization; receptor liganded with 1 µM T3; Potency, µM (titrated, usually from 106 µM), for inactives: at the top dose activity change, negative = inhibition, actives largely listed as inhibitors;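 also: plate controls were bound peptide for no effect and peptide without receptor for full effect; nearly all actives have a fitted effect of over 50% in size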
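Each compound concentration gave % activity, normalized to unbound and bound Texas Red SRC2 controls, from polarization read after 5 hr ambient incubation with T3-loaded human TRb LBD.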
L3MBTL1 inh – inhibitors of human L3MBTL1. Potency, µM (top dose mostly 57.1 µM), for inactives: at the highest dose activity, negative = inhibition, usual class: inhibitors. AlphaScreen L3MBTL1–H3K9me1 peptide binding. Q9Y468. 230,000 tested, 0.66% active; also: nearly all actives have a fitted effect of over 60% in size
Target sequence (Q9Y468 whole entry, looked up): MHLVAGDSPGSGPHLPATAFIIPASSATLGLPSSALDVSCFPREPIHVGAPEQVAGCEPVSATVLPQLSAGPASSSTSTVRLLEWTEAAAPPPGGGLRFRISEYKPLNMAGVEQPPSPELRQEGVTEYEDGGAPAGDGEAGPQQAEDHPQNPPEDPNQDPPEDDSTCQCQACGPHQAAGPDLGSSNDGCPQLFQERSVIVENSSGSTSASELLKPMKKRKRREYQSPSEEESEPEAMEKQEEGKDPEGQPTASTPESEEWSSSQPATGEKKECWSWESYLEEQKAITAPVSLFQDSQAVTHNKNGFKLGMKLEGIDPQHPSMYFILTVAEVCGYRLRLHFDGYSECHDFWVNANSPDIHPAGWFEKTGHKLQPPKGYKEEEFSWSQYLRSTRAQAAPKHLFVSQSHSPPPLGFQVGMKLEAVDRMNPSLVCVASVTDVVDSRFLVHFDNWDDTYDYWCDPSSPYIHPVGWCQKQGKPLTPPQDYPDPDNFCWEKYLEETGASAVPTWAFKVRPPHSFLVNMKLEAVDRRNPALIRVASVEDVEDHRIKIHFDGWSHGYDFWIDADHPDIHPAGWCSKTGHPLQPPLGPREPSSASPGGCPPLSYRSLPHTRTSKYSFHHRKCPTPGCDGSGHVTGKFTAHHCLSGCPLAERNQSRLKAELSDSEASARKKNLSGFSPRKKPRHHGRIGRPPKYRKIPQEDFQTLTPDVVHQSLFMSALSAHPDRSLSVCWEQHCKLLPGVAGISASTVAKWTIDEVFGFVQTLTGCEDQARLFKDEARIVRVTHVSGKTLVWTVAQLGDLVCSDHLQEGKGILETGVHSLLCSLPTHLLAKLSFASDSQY
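L3MBTL1 50 nM + b-AHA-H3(1-15)K9me1 75 nM, 30 min RT; compound added, 30 min RT; streptavidin donor/Ni-chelate acceptor beads 10 ug/mL each final, 30 min RT dark; AlphaScreen read.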
RGS12 GoLoco inh – RGS12 GoLoco-Gai1 interaction inhibition | P63096 | Potency, µM (series often up to 61.6 µM), for inactives: at the top dose activity, negative = inhibition, most hits filed as inhibitors | 230,000 tested, 0.44% active | Gai1:RGS12 GoLoco peptide FP, rhodamine, 10 min | AID 880; active = well fitted inhibition curve with a large enough effect, not every such curve was filed as active; inactive = no such curve, though single readings can be large or run the other way; also: nearly all actives have a fitted effect of over 30% in size; many of its hits are not listed in these tables
GAA spleen mod – inhibits or activates alpha-glucosidase in human spleen homogenate; P10253; Potency, µM (doses to about 79.9 µM), for the others: at the top dose activity change, negative = inhibition, actives largely listed as inhibitors; human spleen homogenate, 4-MU-alpha-glucoside fluorescence; AID 2112; 240,000 tested, 0.006% active;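 also: 0% = enzyme with vehicle and -100% = no enzyme basal signal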
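AC50 values come from Hill-equation fits of concentration-response data, normalized to no-enzyme and full-activity controls. Enzyme source: 1 ug human spleen homogenate; 1 mM fluorogenic 4-MU glucoside, pH 5.0 citrate buffer, 37 C, 40 min.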
Numbers without * were called inactive; i = inactive; ? = inconclusive; . = not tested or not shown; & = joins results of further samples; [ ] = dose if it differs, or a comment. Unless noted, calls follow the shape of the dose curve; as a rule, active = well fitted curve in the direction sought with a large enough effect; inconclusive = small, poorly fitted or top-dose-only effect, or another doubt; inactive = no such curve, though single readings can be large; an effect the other way counts as inactive or inconclusive. Unless noted, % is scaled to controls: 0 for no effect and ±100 for the full control effect; potency is read from the fitted curve at half-maximal effect. Some of the compounds tested, so the mix of outcomes need not match the whole.

SMILES | GAA inh | RECQ1 inh | TR SRC2 fluor cs | GAA glycogen | TRb-SRC2 inh | L3MBTL1 inh | RGS12 GoLoco inh | GAA spleen mod
COc1ccccc1-n1c(CNc2c(C)cccc2C)nnc1SCC(=O)N1CCOCC1 | -7.8% | -5.5% | -0.9% | -11.7% | -8.3% | . | -6.8% | -0.9%
Cc1nc(NC(=O)COc2ccc(Cl)cc2)sc1C(=O)N(C)C | 1.1% | -1.4% | 1.1% | 2.5% | 4.3% | -1.0% | 5.1% | 5.8%
Cc1cc(C)[n+](-c2ccc(C(C)C)cc2)c2[nH]c(=O)[nH]c(=O)c12 | ? | ? | -1.1% | 3.2% | -0.9% | 5.0% | 11.3% | ?
CCN(CC)c1ccc(CNc2nc3ccccc3n2CC)cc1 | . | -9.1% | -0.1% | -16.7% | -1.2% | . | -6.1% | -2.0%
NS(=O)(=O)c1ccc(NC(=O)COC(=O)c2cc(Cl)ccc2[N+](=O)[O-])cc1 | . | -6.9% | -0.2% | -2.4% | -3.2% | . | 2.7% | 7.1%
Cc1cccc(C2=N[C@@H](Cc3ccccc3)CO2)c1 | . | -9.5%[126 µM] | -3.9%[201 µM] | . | -7.0%[201 µM] | . | 9.1%[88.7 µM] | -4.0%[119 µM]
CCCCCCC(=O)N/N=C(\C)Cc1ccccc1 | 2.5% | -10.6% | 0.4% | 2.2% | 2.3% | 5.1% | 0.4% | -9.7%
CC(C)c1cccc2nc3c(c([Si](C)(C)C)c12)Cn1c-3cccc1=O | . | i | 0.3% | . | 0.5% | . | 7.7% | ?
O=C(/C=C/c1cccc(F)c1)Nc1ccc(S(=O)(=O)Nc2ncccn2)cc1 | 1.0%[15.4 µM] | -4.6% | -1.7% | 1.0% | 0.1% | 9.3% | 9.5% | 2.1%
COc1ccccc1-n1cnnc1SCC(=O)N1CC(=O)Nc2ccccc21 | 1.8% | -4.1% | -2.5% | 3.3% | -0.6% | . | 7.7% | -5.1%
Cc1cc2ccccc2n1CCNC(=O)c1ccc(S(=O)(=O)N2CCCCC2)cc1 | -9.5% | 28.2µM* | 44.7µM*[fluorescent] | 0.0% | -24.5% | -7.7% | -31.4% | -9.0%
Cn1c(C(=O)OCC(=O)NCCc2ccccc2)cc2sccc21 | -0.9% | -1.2% | -6.1% | 6.1% | -1.6% | -1.0% | 2.7% | -2.3%
Nc1ncnc2nc(Sc3ccc(Cl)cc3)[nH]c12 | -5.6% | -13.9% | -3.3% | 8.9% | -3.0% | 2.3% | 10.4% | 1.0%
COc1ccc(C(=O)N(CCCO)Cc2cc3c(C)ccc(C)c3[nH]c2=O)cc1OC | -14.6% | 5.2% | 1.5% | -2.7% | -10.2% | 3.2% | -1.0% | 0.7%
COc1ccc(OC)c(CCNC(=O)C2CCN(c3nnc(-n4cccc4)s3)CC2)c1 | -2.5%[15.4 µM] | ? | 1.3% | -6.5% | -6.4% | -16.1% | 8.1% | 3.6%
Cc1occc1C(=O)NCc1cccc(CNC(=O)c2ccoc2C)c1 | -4.2% | -18.1% | -0.4% | 4.3% | 0.4% | -25.7%[11.4 µM] | 13.4% | -10.8%
CN(CCNC(=O)CCCOc1cc(=O)n(C)c2ccccc12)Cc1ccccc1 | -11.5% | -0.5% | 0.5% | 9.2% | -8.3% | . | 5.2% | -0.4%
CCc1nnc(NC(=O)c2sc3nc4cc(C)ccc4cc3c2N)s1 | -2.6% | -2.8% | -7.1% | -24.8% | 7.6% | 6.3% | 23.0% | -3.4%
COc1cccc(CC2(CO)CCN(Cc3cnc(N4CCOCC4)s3)CC2)c1 | 7.9% | i | -1.9% | -5.1% | -4.6% | -5.0% | 12.4% | 1.3%
Cc1onc(-c2c(Cl)cccc2Cl)c1NC(=O)NNc1ccccc1 | 4.3% | -1.7% | -0.2% | ? | -9.0% | 4.5% | 3.9% | -2.0%
Cc1oc(-c2ccoc2)nc1CN(Cc1ccccc1)CC1CC1 | 8.9% | i | -4.3% | 2.0% | 3.2% | -17.5% | 10.2% | -2.0%
COc1cccc(Nc2nc3ccccc3c(=O)[nH]2)c1 | -3.4% | -0.7% | -1.0% | 2.0% | -0.1% | . | -2.8% | -18.9%
CC1CC(C)(C)CC2(C1)NC(=O)N(CC(=O)NC1CCCc3ccccc31)C2=O (stereo unspecified) | 3.1% | 7.1% | -4.6% | 7.9% | 0.1% | 3.7% | -5.8% | 1.1%
O=c1c2ccccc2c(-c2ccccc2)nn1-c1ccccc1 | . | -5.9% | 0.0% | -1.7% | -3.0% | 11.5% | 5.2% | 5.7%
COC(=O)/C(=N/Nc1ccccc1Cl)Sc1nnc(C(O)c2ccccc2)n1-c1ccccc1 (stereo unspecified) | ? | -3.3% | 35.5µM*[quencher] | -14.7% | -12.7%[53 µM] | 16.0% | 16.3% | -15.0%
COc1cc(C2CC(=O)Oc3c(C(CCN4CCOCC4)c4ccc(N(C)C)cc4)c(OC)cc(OC)c32)cc(OC)c1OC (stereo unspecified) | . | -5.0% | -0.6%&-1.8% | -11.4% | -5.2%&5.1% | . | 2.6% | -1.1%&6.2%
C=CCN(CC=C)c1ccc(N2C(=O)C3CCCCC3C2=O)cc1[N+](=O)[O-] (stereo unspecified) | -6.9% | i | -1.6% | 1.4% | 1.8% | . | 5.7% | -9.4%
O=c1c2ccccc2nc(-c2cccc(Cl)c2)n1O | -0.1% | -11.7% | -2.8% | 3.3% | 0.5% | 1.5% | 3.8% | -0.7%
CCOC(=O)C1CCN(C(=O)/C=C/c2ccc(OC)cc2)CC1 | ? | -9.8% | -0.8% | -11.4% | -2.4% | . | 1.0% | -1.5%
COc1ccc(/C=C2/C(=O)N(CC3CCCO3)C(=S)N2C)c(OC)c1 (stereo unspecified) | -9.6% | 12.1% | -1.8% | 1.5% | 7.1% | 0.0% | 2.0% | -6.0%
CCOC(=O)CSc1nc(N)c(C#N)c(-c2cccs2)c1C#N | 15.7% | i | -2.1%[53 µM] | 7.6% | -13.5%[53 µM] | 5.3% | 10.1% | -6.8%
CCOC(=O)C(Cc1cc(C(C)=O)ccc1OCC)C(=O)OCC | 0.6% | i | -0.8% | -9.5% | 3.7% | 14.2%[11.4 µM] | 9.0% | -4.1%
C(=C/c1nccc2c1[nH]c1ccccc12)/c1ccc2c(c1)OCO2 | ? | ? | -5.0% | -14.9% | 10.1% | -3.3% | 130.8%[activator] | 9.7%
O=C(COC(=O)CCc1nc2ccccc2n1-c1ccccc1)Nc1cccc(Cl)c1 | -1.1% | -8.8% | -0.7% | -6.6% | -5.4% | -7.6% | 0.0% | 4.6%
COc1ccc(CCC(=O)Nc2nc3c(s2)CN(C)CC3)cc1OC | -1.4% | -14.5% | -1.0% | 21.8% | 1.2% | -7.5% | -4.6% | -13.9%
Cc1cccc(N(C(=O)c2csnn2)C(C(=O)NC(C)(C)C)c2ccncc2)c1 (stereo unspecified) | -3.6% | -2.7% | 1.2% | 7.9% | 1.4% | 2.1% | -13.6% | -17.4%
Cn1c(N)c(C(=O)COC(=O)C2CCCC2)c(=O)n(C)c1=O | 5.6% | -1.7% | -0.7% | -13.8% | 5.2% | 1.7% | 17.8% | 4.4%
COc1ccc(CCNC(=O)CCS(=O)(=O)c2ccc3c(c2)CCN3C(C)=O)cc1OC | -4.4% | i | 4.1% | 9.0% | 6.4% | -3.4% | 3.3% | -4.1%
O=C(Nc1nc(-c2ccccn2)cs1)c1ccc(S(=O)(=O)N2CCCCC2)cc1 | . | 9.9% | 0.7% | 4.1% | -4.7% | . | -2.1% | 4.0%
O=C(NCCN1CCOCC1)c1csc2c1CCCCC2 | -3.1% | -8.6% | -6.5% | 2.8% | -5.3% | 0.9% | 4.1% | 1.0%

Four entries drawn at random from those above:
SMILES | GAA inh | RECQ1 inh | TR SRC2 fluor cs | GAA glycogen | TRb-SRC2 inh | L3MBTL1 inh | RGS12 GoLoco inh | GAA spleen mod
O=C(Nc1nc(-c2ccccn2)cs1)c1ccc(S(=O)(=O)N2CCCCC2)cc1 | . | 9.9% | 0.7% | 4.1% | -4.7% | . | -2.1% | 4.0%
C(=C/c1nccc2c1[nH]c1ccccc12)/c1ccc2c(c1)OCO2 | ? | ? | -5.0% | -14.9% | 10.1% | -3.3% | 130.8%[activator] | 9.7%
O=C(NCCN1CCOCC1)c1csc2c1CCCCC2 | -3.1% | -8.6% | -6.5% | 2.8% | -5.3% | 0.9% | 4.1% | 1.0%
Cn1c(N)c(C(=O)COC(=O)C2CCCC2)c(=O)n(C)c1=O | 5.6% | -1.7% | -0.7% | -13.8% | 5.2% | 1.7% | 17.8% | 4.4%

Going on with the list:
SMILES | GAA inh | RECQ1 inh | TR SRC2 fluor cs | GAA glycogen | TRb-SRC2 inh | L3MBTL1 inh | RGS12 GoLoco inh | GAA spleen mod
Cc1ccc(N2C(=O)CSC2c2cccnc2)cc1F (stereo unspecified) | -13.9% | -3.4% | 1.9% | -0.5% | -0.6% | 0.4% | 1.9% | 2.0%
CCc1cc(C=NC2CCCCC2)c(O)s1 | -1.3% | 4.1% | -1.4% | ? | -2.9% | -26.1% | -8.9% | 8.0%
CC(C)CCN1CCN(Cc2ccoc2)CC1CCO (stereo unspecified) | . | 5.0% | -6.9% | 5.1% | 6.2% | -10.6% | 6.0% | 9.7%
CN1C(=O)CC(Sc2ncccc2C(=O)O)C1=O (stereo unspecified) | 0.8% | -3.1% | 0.5% | 8.6% | 0.2% | -0.9% | 12.7% | 0.7%
COc1ccccc1C(=O)NNC(=O)c1ccc(Cl)cc1 | 5.6% | -10.5% | -1.6% | -7.7% | 1.0% | 2.1% | 0.1% | 9.4%
CCOC(=O)c1nnn(-c2nonc2N)c1COc1ccccc1 | ? | -0.8% | -3.1% | 4.7% | 2.0% | . | 20.1% | -2.4%
CCNS(=O)(=O)c1ccc(-c2ccc(-n3cnnn3)cc2)cc1 | 3.0% | i | -3.2% | 3.9% | 0.4% | . | -1.4% | 4.7%
COc1cc(CC(=O)NCc2ccc3c(c2)OCO3)cc(OC)c1OC | -4.6% | -13.5% | -4.2% | -4.4% | 3.2% | -8.1%[11.4 µM] | -7.3% | -7.3%
O=c1[nH]c2ccc(Cl)cc2c(O)c1Cc1ccccc1 | -1.8% | 7.5% | 1.4% | 2.7% | 1.0% | -8.1% | 21.8% | -0.6%
